EPAC1 antagonist: antagonists of human EPAC1; O95398; EPAC1 GEF assay, Rap1b-BODIPY-GDP exchange fluorescence; Potency, µM (titrated, usually from 115 µM), without a hit: at the highest dose activity change, negative = inhibition, actives largely listed as inhibitors; actives 0.14% (n = 360,000);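 also: potency is read from the fitted curve at half-maximal effect; plate controls were vehicle for no effect and positive control for full effect; nearly all actives have a fitted effect of over 50% in size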
Target sequence (O95398 whole entry, looked up): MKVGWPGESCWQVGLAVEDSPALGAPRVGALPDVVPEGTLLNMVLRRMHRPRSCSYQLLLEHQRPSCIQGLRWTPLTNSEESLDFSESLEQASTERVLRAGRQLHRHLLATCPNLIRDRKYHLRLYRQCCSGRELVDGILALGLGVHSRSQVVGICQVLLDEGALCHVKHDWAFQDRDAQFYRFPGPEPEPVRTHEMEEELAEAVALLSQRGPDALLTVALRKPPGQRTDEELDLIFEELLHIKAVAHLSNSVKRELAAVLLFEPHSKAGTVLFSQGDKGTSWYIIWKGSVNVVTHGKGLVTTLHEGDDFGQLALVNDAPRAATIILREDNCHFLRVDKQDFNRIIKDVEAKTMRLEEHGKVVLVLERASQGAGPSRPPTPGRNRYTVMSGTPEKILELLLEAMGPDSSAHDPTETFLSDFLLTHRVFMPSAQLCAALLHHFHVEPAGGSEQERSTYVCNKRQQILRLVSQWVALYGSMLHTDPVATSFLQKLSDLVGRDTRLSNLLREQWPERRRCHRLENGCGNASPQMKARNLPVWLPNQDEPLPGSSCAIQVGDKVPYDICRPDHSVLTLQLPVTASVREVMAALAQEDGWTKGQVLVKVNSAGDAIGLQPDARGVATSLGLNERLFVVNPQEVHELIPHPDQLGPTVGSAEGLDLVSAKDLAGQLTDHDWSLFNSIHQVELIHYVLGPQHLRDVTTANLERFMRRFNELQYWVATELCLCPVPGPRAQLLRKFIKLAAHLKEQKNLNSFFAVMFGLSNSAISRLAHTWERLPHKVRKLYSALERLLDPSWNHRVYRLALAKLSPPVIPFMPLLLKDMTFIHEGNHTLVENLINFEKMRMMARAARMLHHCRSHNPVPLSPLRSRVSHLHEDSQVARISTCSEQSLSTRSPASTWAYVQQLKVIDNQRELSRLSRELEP
EPAC2 antagonist: antagonists of human EPAC2 | Q8WZA2 | EPAC2 GEF exchange of Rap1B-BODIPY-GDP, fluorescence | Potency, µM (doses to about 114 µM), for inactives: at the highest dose activity, negative = inhibition, usual class: inhibitors | actives 0.18% (n = 360,000) | AID 720708; also: potency is read from the fitted curve at half-maximal effect; % is scaled to controls: 0 for no effect and ±100 for the full control effect; nearly all actives have a fitted effect of over 45% in size; many of its hits are not listed in these tables
CCT modulator: modulators of cytosolic chaperonin (CCT/TRiC) activity; activity change, % (test concentration not listed), hits read low; purified chaperonin ATPase assay, HTRF ADP detection, 30 min; actives 0.3% (n = 360,000); in the data active = activity change below about -30%; also: % is scaled to controls: 0 for no effect and ±100 for the full control effect
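Enzyme 40 or 20 nM (batch-dependent) in Tris pH 7.4/KCl/MgCl2/DTT; cpd 76 uM single point; ATP 10 uM; 30 min 37 °C; Transcreener ADP HTRF detection, 30 min RT; ratio 665/615.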
PLK1 PBD inh: blocks phosphopeptide binding to human PLK1 polo-box domain; Plk1 PBD binding of FITC phosphopeptide, fluorescence polarization; Potency, µM, for the others: max response, negative = inhibition, hits mostly inhibitors; actives 2.8% (n = 360,000); AID 720504; also: potency is read from the fitted curve at half-maximal effect; series mostly up to about 57 µM; % is scaled to controls: 0 for no effect and ±100 for the full control effect; nearly all actives have a fitted effect of over 65% in size
EPAC1 agonist: EPAC1 (human) agonism; O95398; EPAC1 agonist qHTS, biochemical assay; response scale: 100% = response to 6.5 mM cAMP; Potency, µM (doses to about 154 µM), for the others: at the highest dose activation, usual class: activators; actives 0.073% (n = 360,000); also: potency is read from the fitted curve at half-maximal effect; nearly all actives have a fitted effect of over 60% in size
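Normalized to 6.5 mM cAMP, activity reflects EPAC1-catalysed release of BODIPY-GDP from Rap1B, followed kinetically over 30 min at 480 nm excitation, 540 nm emission. Reaction contained 100 nM EPAC1, 250 nM Rap1B-BODIPY-GDP, 50 uM GDP.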
WRN helicase inh: inhibitors of human WRN helicase; Potency, µM (highest dose often 114 µM), without a hit: at the top dose activity change, negative = inhibition, actives largely listed as inhibitors; WRN helicase unwinding, fluorescent forked duplex, kinetic; Q14191; actives 0.46% (n = 360,000); also: potency is read from the fitted curve at half-maximal effect; % is scaled to controls: 0 for no effect and ±100 for the full control effect; nearly all actives have a fitted effect of over 55% in size
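Kinetic fluorescence helicase assay: unwinding of a quenched forked DNA duplex (100 nM final) with 2 mM ATP final raises red fluorescence (525/598 nm). Compounds sat 15 min at room temperature with 20 nM WRN beforehand.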
Mm-Cpn inhibitor: inhibitors of Methanococcus maripaludis chaperonin (MmCpn); actives 0.031% (n = 330,000); Potency, µM (highest dose often 76.9 µM), inactives show top-dose activity, negative = inhibition, actives largely listed as inhibitors; purified Mm-Cpn ATPase, ADP Transcreener TR-FRET; also: potency is read from the fitted curve at half-maximal effect; % is scaled to controls: 0 for no effect and ±100 for the full control effect; nearly all actives have a fitted effect of over 80% in size
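Purified archaeal chaperonin (25 nM final) was preincubated with compound for 10 min at 37°C, then ATP (10 uM final) was added for 30 min at 37°C in Tris pH 7.4/KCl/MgCl2/DTT buffer. ADP was quantified by HTRF Transcreener TR-FRET.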
PI5P4K alpha inh: blocks human PI5P4K alpha kinase activity; actives 1.2% (n = 330,000); max response, %; PI5P4Kalpha enzyme, ADP-Glo luminescence, 60 min; hits give low values; active = max response of -50% or lower; inconclusive = between -30% and -50%; inactive = -30% or higher; also: value at the top dose of about 77 µM; % is scaled to controls: 0 for no effect and ±100 for the full control effect
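Compounds were pin-transferred onto PI5P4Kalpha and substrate in HEPES pH 7.4 buffer with EGTA, CHAPS and 5% DMSO. ATP (5 microM final) started the reaction, which ran 60 minutes at room temperature before ADP-Glo detection.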
Numbers without * were called inactive; ? = inconclusive; . = not tested or not shown; [ ] = remark or other dose. Unless noted, calls follow the shape of the dose curve; as a rule, active = well fitted curve in the direction sought with a large enough effect; inconclusive = small, poorly fitted or top-dose-only effect, or another doubt; inactive = no such curve, though single readings can be large; an effect the other way counts as inactive or inconclusive. Some of the compounds tested; rates above refer to the full screens.

SMILES	EPAC1 antagonist	EPAC2 antagonist	CCT modulator	PLK1 PBD inh	EPAC1 agonist	WRN helicase inh	Mm-Cpn inhibitor	PI5P4K alpha inh
CCCn1cnc2cc(NC(=O)c3cccs3)ccc21	-21%	-11%	-3.2	-11%	4%	-5%	-3%	0
CCCOc1cccc(C(=O)Nc2ccc3c(c2)OCCO3)c1	-11%	4%	-1.4	-9%	5%	-4%	2%	4
O=C(C[C@H]1CC[C@H]2[C@@H](COC[C@H](O)CN2C(=O)c2ccccn2)O1)N1CCN(c2ccccc2)CC1	11%	3%	.	-2%	-9%	2%	.	0
O=C(CC1C(=O)NCCN1Cc1ccccc1C(F)(F)F)NC1CCCC1 (configuration not stated)	3%	4%	0.5	-12%	4%	-26%	-3%	-1
C[C@@H]1CN([C@H](C)CO)C(=O)CCCn2cc(nn2)CO[C@H]1CN(C)S(=O)(=O)c1ccccc1F	-2%	5%	-0.3	-18%	-1%	-6%	.	-2
O=C(CNc1ccccc1)N/N=C/c1ccc([N+](=O)[O-])o1	-9%	1%	-0.8	-13%	13%	-22%	-2%	-30
O=C(O)/C=C/C(O)c1ccc(Cl)cc1 (configuration not stated)	-1%	6%	-2.4	-4%	9%	-10%	2%	-4
O=C(/C=C/c1ccco1)Nc1scc(-c2ccccc2)c1C(=O)O	-23%	8%	1.3	?	9%	?	0%	?
Cc1ccc(C)c2c1CCCC2=O	3%	4%	0.0	-7%	9%	3%	.	1
O=c1c2c3c(sc2[nH]c(=S)n1Cc1ccco1)CCC3	-11%	8%	-0.8	?	8%	?	-25%	-59*
Cc1ccc(NC(=O)C(C)SCc2nc3sc4c(c3c(=O)[nH]2)CCCC4)nc1 (configuration not stated)	-4%	-1%	-0.9	-11%	-1%	6%	1%	-9
Cc1ccc(C2=NOC(=O)/C2=C\C=C\c2ccccc2)cc1	?	-18%	-3.6	1.7µM*	3%	35µM*	1%	?
Cc1cccc(Nc2nc(NC(C)C)nc(Oc3ccc(=O)n(C)n3)n2)c1	13%	5%	1.0	-1%	-8%	-4%	0%	.
O=C(Nc1ccccc1)Nc1ccc(Cl)nc1Cl	-16%	-11%	-2.7	-5%	-3%	-11%	.	13
COc1cc(NC(=O)CN2c3cccc4cccc(c34)S2(=O)=O)cc(OC)c1OC	14%	0%	-29	-2%	5%	4%	-2%	-10
COCCCn1c(SCC(=O)Nc2ccc(C(C)=O)cc2)nc2ccccc2c1=O	-12%	-2%	-0.4	2%	10%	-7%	-1%	1
CN(Cc1ccc(OCC(O)CN2CCCCC2)cc1)Cc1ccnc2ccccc12 (configuration not stated)	-14%	-20%	-1.4	-4%	-5%	-5%	-2%	1
CC1CC(C)CN(CC(O)COC2CC(C)CC(C)(C)C2)C1 (configuration not stated)	12%	-1%	0.2	4%	2%	-1%	.	2
COCCn1c(SCC(=O)NCc2ccco2)nc2cccnc21	4%	7%	-4.0	-20%	-5%	-16%	?	-10
Nc1nc2c(-c3ccc(Br)cc3)nnn2c2ccccc12	-4%	1%	-1.0	-14%	10%	-5%[57.1 µM]	-4%	2

For reference, part of the list above:
SMILES	EPAC1 antagonist	EPAC2 antagonist	CCT modulator	PLK1 PBD inh	EPAC1 agonist	WRN helicase inh	Mm-Cpn inhibitor	PI5P4K alpha inh
Cc1ccc(NC(=O)C(C)SCc2nc3sc4c(c3c(=O)[nH]2)CCCC4)nc1 (configuration not stated)	-4%	-1%	-0.9	-11%	-1%	6%	1%	-9
Cc1ccc(C2=NOC(=O)/C2=C\C=C\c2ccccc2)cc1	?	-18%	-3.6	1.7µM*	3%	35µM*	1%	?
Cc1cccc(Nc2nc(NC(C)C)nc(Oc3ccc(=O)n(C)n3)n2)c1	13%	5%	1.0	-1%	-8%	-4%	0%	.
O=C(Nc1ccccc1)Nc1ccc(Cl)nc1Cl	-16%	-11%	-2.7	-5%	-3%	-11%	.	13

Later entries
SMILES	EPAC1 antagonist	EPAC2 antagonist	CCT modulator	PLK1 PBD inh	EPAC1 agonist	WRN helicase inh	Mm-Cpn inhibitor	PI5P4K alpha inh
Cc1ccccc1Nc1nc(CSc2nnnn2-c2ccccc2)cs1	2%	-1%	-4.8	?	3%	-10%	-21%	-22
COc1ccc(NC(=O)c2sc3nc(C)nc(N4CCOCC4)c3c2C)c(OC)c1	-9%	-4%	-0.5	-2%	4%	-1%	-1%	6
Cc1ncc(CO)c(/C=N/NC(=O)c2ccc(O)cc2)c1O	-2%	-2%	-2.5	-3%	-13%	-22%	-16%	-17
O=C(CCCC(=O)c1ccccc1)Nc1ccc(F)cc1	-17%	3%	-3.3	-4%	2%	-5%	-1%	1
CCS(=O)(=O)Nc1cccc(C2=NN(S(=O)(=O)CC)C(c3cccs3)C2)c1 (configuration not stated)	20%	1%	-4.5	-6%	-8%	-4%	-1%	-1
O=C1C(=C(O)c2ccccc2)C(=O)c2ccccc21	-3%	0%	-0.3	-10%	6%	-8%[57.1 µM]	-1%	.
CCOC(=O)c1nn(-c2ccc([N+](=O)[O-])cc2)cc1O	-13%	-4%	0.2	-3%	-2%	-3%	2%	4
COc1cccc(-c2cnc(C(O)c3ccc(Cl)c(Cl)c3)[nH]2)c1 (configuration not stated)	-5%	-10%	3.0	-1%	6%	-5%	.	1
CCCn1c(SCC(=O)/C(C#N)=C(\C)N)n[nH]c1=O	10%	-1%	-3.8	-3%	2%	-10%	0%	.
COc1ccc(OCC(O)CN2CCN(c3ncccn3)CC2)cc1 (configuration not stated)	-3%	15%	-0.5	-6%	0%	12%	0%	-3
O=C(COC(=O)c1ccc(CO)cc1)NCc1cccs1	0%	11%	2.3	-11%	-4%	5%	2%	10
O=C(Cc1ncc(C(F)(F)F)cc1Cl)NC1CC1	-7%	-7%	1.8	-3%	5%	-1%	1%	-5
O=C(O)c1ccc2c(=O)n3cc(C(=O)c4ccccc4O)cc(Cl)c3nc2c1	-16%	-15%	-1.9	?	-1%	-35%	-2%	?
OC(CN1CCOCC1)Cn1c2c(c3ccccc31)CCCC2 (configuration not stated)	10%	9%	1.3	-9%	-8%	-25%	0%	8
Cc1ccc2nc(SCC(=O)N/N=C/c3ccc(C(=O)O)cc3)cc(C)c2c1	5%	-5%	1.3	-2%	-2%	5%[11.6 µM]	0%	1
CCc1ccc(C(CC(=O)O)N2Cc3ccccc3C2=O)cc1 (configuration not stated)	4%	-6%	-1.0	-2%	11%	-8%	2%	3
CCc1ccccc1NC(=S)N(CCCN1CCOCC1)Cc1ccccn1	-8%	20%	-2.6	3%	-6%	-8%	0%	-9
Clc1cccc(Cl)c1CSc1nnc(/C=C/c2ccccc2)o1	-25%	0%	2.3	-9%	3%	-30%	-2%	4
OCCOCCOc1ccccc1OCCOCCO	23%	10%	-7.6	-3%	3%	-25%[57.1 µM]	0%	-3
O=C(Cc1cccs1)NNC(=O)c1ccccc1Cl	-15%	2%	3.2	-2%	9%	-5%	-18%	5
O=C(NC1CCCc2c1cnn2-c1cc(F)cc(F)c1)c1ccncc1 (configuration not stated)	4%	0%	-2.0	-11%	-3%	-2%	-22%	11
O=C(CSc1nc2ccccc2c(=O)n1-c1ccccc1)N1CCc2ccccc21	-26%	5%	1.0	-5%	0%	-10%	2%	0
Cc1ccc(-c2nc(CSCC(=O)Nc3cc(C)on3)c(C)o2)cc1	-12%	3%	0.7	3%	-7%	1%	2%	4
Cc1sc2ncn(CC(=O)NCCCC(=O)Nc3ccc(C(C)C)cc3)c(=O)c2c1C	9%	-12%	-0.1	-10%	9%	-6%	2%	?
CCc1ccc(OCC(=O)N2CCN=C2c2ccccc2)cc1	-23%	3%	-0.2	1%	0%	2%	-6%	-3
CC(C)(C)OC(=O)CC[C@@H](C(=O)N1CCN(C(=O)OC(C)(C)C)CC1)n1cc(C(Cc2ccc(O)cc2)NC(=O)OC(C)(C)C)nn1 (some centres not stated)	-17%	-13%	0.7	-1%	-12%	6%	.	0
O=C(NC1CCCC1)C(c1ccc(Cl)cc1)N(C(=O)c1csnn1)C1CC1 (configuration not stated)	-4%	-1%	1.4	-5%	-2%	-2%[57.1 µM]	1%	-1
CC(=O)CCc1ccc(OCC(=O)Nc2cccc(S(=O)(=O)N(C)c3ccccc3)c2)cc1	-24%	11%	5.4	-6%	-7%	-33%	1%	1
CC(OC(=O)CN1C(=O)NC(C)(C)C1=O)C(=O)c1ccccc1 (configuration not stated)	5%	0%	0.7	0%	5%	-1%	0%	2
Cc1cccc(C)c1NC(=O)N1C2CCCC1CC(NC(=O)C(C)(C)C)C2 (configuration not stated)	6%	3%	1.2	-6%	1%	1%	0%	-1
Cc1cc(C)n2c(SCC(=O)NC3CCCCC3)nnc2n1	-12%	0%	-1.3	-19%	-5%	-4%	1%	0
Cc1cccc(C(=O)O/N=C(\N)c2ccc(Br)cc2)c1	1%	2%	-2.4	-3%	-14%	0%	1%	1
Cc1c(CN2CCC(CO)(CCOc3ccccc3)CC2)c(=O)n(-c2ccccc2)n1C	0%	1%	-3.6	-7%	5%	-4%	2%	-2
O=C(NCc1ccco1)C1CC(c2cccc([N+](=O)[O-])c2)=NO1 (configuration not stated)	-3%	1%	-3.1	-17%	-7%	-1%	3%	0
CCOC(=O)N1CC=C2C(C#N)=C(N)C(C#N)(C#N)[C@H](c3ccccc3OCC)[C@H]2C1	-1%	0%	4.7	-13%	3%	-5%	0%	.
Cc1cccc(/C(N)=N/OC(=O)C23CC4CC(CC(C4)C2)C3)c1	-15%	-3%	0.3	-1%	0%	-14%	1%	1
O=C(C1CC=CCC1)N1CCCCCC1 (configuration not stated)	17%	-12%	0.6	-10%	2%	-6%	.	-2
CC(=O)N1CCC(C(=O)N2c3ccccc3N=C(c3ccc(C(F)(F)F)cc3)C2C(=O)NC(C)C)CC1 (configuration not stated)	-8%	0%	.	-13%	1%	0%	.	-6
COC(=O)C1OC1c1cc([N+](=O)[O-])ccc1OC (configuration not stated)	-13%	1%	0.1	-13%	4%	8%	.	23
CC(NC(=O)c1cccnc1)C(c1ccccc1)N1CCN(C)CC1 (configuration not stated)	-9%	8%	0.0	-1%	0%	-11%	-28%	.
O=C(CCNC(=O)Cn1cnc2ccccc2c1=O)NCC1COc2ccccc2O1 (configuration not stated)	-9%	5%	-1.1	3µM*	1%	-3%	0%	?
O=C(CSc1nc2ccccc2o1)c1ccc2c(c1)OCCO2	12%	27%	2.4	-7%	15%	-19%	-7%	1

High-throughput results: PubChem, National Center for Advancing Translational Sciences (NCATS)
